Pf apPOL block = Pf-apPOL DNA polymerase inhibition; Recombinant Pf-apPOL, molecular beacon fluorescence, 1.5 h; inhibition, % at 10 µM; 0.25% of 210,000 active; AID 1794808
mHTT-CaM PPI inh = disrupts binding of mutant huntingtin to calmodulin. P42858. AlphaScreen His-mHTT/GST-CaM binding, luminescence. inhibition, % at 15 µM. 3.6% of 190,000 active;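 note: 0% = both proteins with DMSO and 100% = one protein alone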
* = called active by the depositor; / = no result given; & = joins results of further samples. Cut-off read from the data, not from the text of the source: active = inhibition above about 50%; inactive = the rest. Only part of the results is shown. The share of hits here may be higher or lower than overall.

Values run as follows: Pf apPOL block, mHTT-CaM PPI inh
> O=C(Nc1cccc(Cl)c1Cl)c1cccn(Cc2cccc([N+](=O)[O-])c2)c1=O
    -2.3, -23.1
> CCn1cc(C(=O)Nc2cc(C)ccc2C)c2cccnc21
    -7.4, -5.7
> CCCc1nc(-c2ccccn2)nc(OC(=O)N(C)C)c1Cc1c(F)cccc1Cl
    -5.4, /
> COc1ccc(N2CCNCC2)c([N+](=O)[O-])c1
    2.1, 0.2
> COc1cc(Br)cc(/C=C/[N+](=O)[O-])c1O
    -0.8, 71.9*
> O=[N+]([O-])C=Cc1ccc([N+](=O)[O-])cc1
    15.8&1.4, /
> CCN(CC)c1ccc([N+](=O)[O-])c2cccnc12
    0.5, 20.0
> Fc1cccc(CN2CCN(Cc3ccccc3)CC2)c1
    -6.3, -3.4
> CCOC(=O)[C@]12Cc3cc(C)ccc3[C@H]1N(Cc1ccccc1)C(=O)c1cc(OC)ccc12
    -1.9, 5.0
> COc1cc(CN2CCN(c3ccc(F)cc3)CC2)ccc1O
    -8.8, 4.8
> CCS(=O)(=O)N1CCN(C2CC3CCC2C3)CC1 (stereo unspecified)
    9.9, -5.0
> CC(=O)Nc1cccc(OC(NC(=O)c2ccc(Cl)cc2)C(Cl)(Cl)Cl)c1 (stereo unspecified)
    -12.7, 17.0
> CCOP(=O)(NP(=O)(OCC)OCC)OCC
    -12.5, -2.0
> O=C1CC(=O)N(c2ccccc2)C(=O)N1
    5.4, -0.7
> Clc1ccccc1CN1CCN(Cc2ccc3c(c2)OCO3)CC1
    7.1&-10.7, 3.0&3.7
> CCN(CC)C(=O)Cn1cc(/C=C2\C(=O)NC(=O)N(c3ccccc3F)C2=O)c2ccccc21
    -3.4, 62.0*
> Cn1cc(CN2CCN(C(=O)Cc3ccsc3)CC2)ccc1=O
    -0.4, -14.1
> Clc1ccc(CN2CCN(Cc3ccc4c(c3)OCO4)CC2)cc1
    -3.7&28.8, 11.0&4.6
> c1ccc(-n2cccc2-c2nc(N3CC3)nc(N3CC3)n2)cc1
    24.0, /
> CCC(NC(=O)c1cn(C)c2ncccc12)c1cccs1 (stereo unspecified)
    -3.7, 16.9

Part of the list above, reformatted.
mol,Pf apPOL block,mHTT-CaM PPI inh
CCCc1nc(-c2ccccn2)nc(OC(=O)N(C)C)c1Cc1c(F)cccc1Cl,-5.4,/
COc1ccc(N2CCNCC2)c([N+](=O)[O-])c1,2.1,0.2
COc1cc(Br)cc(/C=C/[N+](=O)[O-])c1O,-0.8,71.9*
O=[N+]([O-])C=Cc1ccc([N+](=O)[O-])cc1,15.8&1.4,/
CCN(CC)c1ccc([N+](=O)[O-])c2cccnc12,0.5,20.0
Fc1cccc(CN2CCN(Cc3ccccc3)CC2)c1,-6.3,-3.4
CCOC(=O)[C@]12Cc3cc(C)ccc3[C@H]1N(Cc1ccccc1)C(=O)c1cc(OC)ccc12,-1.9,5.0
COc1cc(CN2CCN(c3ccc(F)cc3)CC2)ccc1O,-8.8,4.8
CCS(=O)(=O)N1CCN(C2CC3CCC2C3)CC1 (stereo unspecified),9.9,-5.0
CC(=O)Nc1cccc(OC(NC(=O)c2ccc(Cl)cc2)C(Cl)(Cl)Cl)c1 (stereo unspecified),-12.7,17.0
CCOP(=O)(NP(=O)(OCC)OCC)OCC,-12.5,-2.0
O=C1CC(=O)N(c2ccccc2)C(=O)N1,5.4,-0.7
Clc1ccccc1CN1CCN(Cc2ccc3c(c2)OCO3)CC1,7.1&-10.7,3.0&3.7

The results go on.
Values run as follows: Pf apPOL block, mHTT-CaM PPI inh
> Cc1cccc(N2CCN(Cc3cccc([N+](=O)[O-])c3)CC2)c1C
    2.9, 27.4
> Cc1nc2ccccc2c(=O)n1-c1cc(Cl)ccc1Cl
    1.6, -3.1
> CNC(=S)N1CC2CC(C1)c1cccc(=O)n1C2 (stereo unspecified)
    -6.3, 1.4
> CC(=O)N1N=C2C3CCN(CC3)C2C1c1ccc(Br)cc1 (stereo unspecified)
    -2.2, -5.8
> CC(C)CNC(=O)c1ccc(N2CC3CC(C2)c2cccc(=O)n2C3)c(N)c1 (stereo unspecified)
    -8.0, 2.0
> CNc1ccc2oc(C[C@H]3O[C@@]4(CC[C@H]3C)O[C@H]([C@H](C)C(=O)c3ccc[nH]3)[C@H](C)C[C@H]4C)nc2c1C(=O)O
    -5.7, /
> CCN1C[C@@]2(COC)C3[C@@H](OC)C4[C@@H]1C3([C@@H]1C[C@@]3(O)[C@H](OC(=O)c5ccccc5)[C@@H]1[C@]4(OC(C)=O)[C@@H](O)[C@@H]3OC)[C@H](OC)C[C@H]2O
    -9.5, /
> CCc1nc(C2CCNCC2)n[nH]1
    2.5, -0.3
> Cc1nc2ccc(I)cc2c(=O)n1-c1ccccc1F
    0.9, -3.8
> O=[N+]([O-])c1ccc(N2CCCC(O)C2)c2cccnc12 (stereo unspecified)
    1.9, -1.8
> Cc1ccc(-n2cccc2C=C2C(=O)NC(=O)NC2=O)cc1Cl
    4.3, 80.0*
> CC(C)C1CNC(=O)C1C(=O)O (stereo unspecified)
    -7.5, -2.3
> COc1cccc(CCNCc2cccc(C)c2)c1
    0.8, -4.4

Screening results as filed in PubChem.
